CAL PDZ FP-1: untagged CAL PDZ binding inhibitors, primary screen, biochemical, fluorescence polarization, HTS | Golgi-associated PDZ and coiled-coil motif-containing protein (Homo sapiens), Q9HD26 | AID 602252, 2012 | inhibition, % at 24.9 µM | 0.92% of 300,000 active | purified CAL PDZ, TMR-peptide fluorescence polarization, 1 h;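 active = mean inhibition of at least 30% with at least half of replicates also reaching 30%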;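 note: 0% = DMSO neutral control and 100% = excess unlabeled competitor peptide PRC23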
Arr AP2 block: inhibitors of beta-arrestin/AP2 binding, primary screen, biochemical, GPCR trafficking, flow cytometry. beta-arrestin 1 C-terminal peptide binding to AP2 beta2-adaptin appendage (human). FITC-arrestin peptide / GST-AP2 beads; AP2 beta2 appendage carries R879A mutation. inhibition, % at 10 µM. AID 504490, 2011. 0.31% of 340,000 active;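 active = inhibition above a set limit, near 3 SD of compounds lacking own fluorescence, cut at about 54% in these data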;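 note: plate controls were DMSO wells for no effect and 5 µM unlabelled arrestin peptide for full effect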
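System: GST-AP2 R879A glutathione beads | Also added: FITC-arrestin peptide, 50 nM | Times: 12 min plus 1 h, RT | Signal: Bead flow cytometry, FITC channel | Buffer or medium: PBS with 0.05% Tween 20 and 0.1% BSA | Read-out basis: Percent drop in bead-associated FITC signal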
Keap1 Nrf2 FP: Keap1-Nrf2 protein-protein interaction inhibitors, primary screen, biochemical, fluorescence polarization, single point; Keap1 Kelch-Nrf2 peptide fluorescence polarization, 1536-well; inhibition, % at 9.4 µM; AID 504523, 2011; Kelch-like ECH-associated protein 1 (Homo sapiens), Q14145; 0.15% of 340,000 active; in the data active = inhibition above about 12%;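 note: human Keap1 Kelch domain with fluorescein labeled Nrf2 9mer peptide probe; 0% = neutral control wells and 100% = peptide positive control; higher means more block of Keap1 binding to Nrf2 peptide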
Target sequence (Q14145 whole entry, looked up, the tested form may be a part): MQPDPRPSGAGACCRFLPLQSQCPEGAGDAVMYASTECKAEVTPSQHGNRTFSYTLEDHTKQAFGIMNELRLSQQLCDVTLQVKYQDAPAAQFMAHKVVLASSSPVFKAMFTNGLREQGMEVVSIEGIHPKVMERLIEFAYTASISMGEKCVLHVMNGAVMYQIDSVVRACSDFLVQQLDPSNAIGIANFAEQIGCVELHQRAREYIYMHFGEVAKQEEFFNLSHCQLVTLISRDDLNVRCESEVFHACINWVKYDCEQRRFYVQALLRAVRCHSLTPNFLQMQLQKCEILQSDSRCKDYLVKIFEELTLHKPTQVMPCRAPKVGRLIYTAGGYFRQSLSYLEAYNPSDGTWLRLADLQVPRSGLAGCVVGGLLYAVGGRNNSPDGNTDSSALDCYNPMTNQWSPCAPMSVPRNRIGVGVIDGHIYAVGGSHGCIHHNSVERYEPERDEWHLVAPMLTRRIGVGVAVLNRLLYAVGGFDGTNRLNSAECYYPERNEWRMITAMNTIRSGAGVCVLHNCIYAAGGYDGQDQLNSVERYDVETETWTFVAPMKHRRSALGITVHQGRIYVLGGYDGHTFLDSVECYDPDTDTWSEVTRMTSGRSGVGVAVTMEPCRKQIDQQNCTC
V-ATPase pH: regulators of yeast V-ATPase proton pumping, primary screen, pHLuorin cytosolic pH fluorescence; S. cerevisiae; response, % at 10 µM; 0.37% of 350,000 active; in the data active = response mostly above about 7.3%, no sharp cut-off; inactive = mostly below about 5.4%; note: actives read high; inactives centre near 0; some compounds called inactive have numbers as strong as hits
DAGLB inh: DAGLB lipase inhibitors, primary screen, biochemical, fluorescence, HTS; Diacylglycerol lipase-beta (Homo sapiens), Q8NCG7; HEK293T DAGLB membrane lysate, EnzChek fluorogenic substrate; inhibition, % at 5.17 µM; 0.059% of 340,000 active; AID 504411, 2011; in the data active = inhibition above about 34%;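 note: 0% = enzyme with vehicle and 100% = wells lacking enzyme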
RTF Ca sens inh: cardiac RTF calcium sensitivity inhibitors, primary screen, biochemical, IANBD-TnC fluorescence, EC70 calcium; inhibition, % at 7.15 µM; 0.12% of 340,000 active; AID 493244, 2011; IANBD-labeled cardiac RTF, Ca2+ fluorescence; Troponin I, cardiac muscle (Homo sapiens) + Troponin T, cardiac muscle (Homo sapiens) + …;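 active = inhibition above the mean inhibition of all tested compounds plus 3 SD, cut at about 17% in these data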;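 note: assay run at fixed EC70 calcium of 1.6 mM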
C-LANA FP: inhibitors of KSHV C-LANA binding to DNA, primary screen, biochemical, fluorescence polarization, FAM-LBS DNA, MBP-C-LANA, single point; Kaposi's sarcoma herpesvirus LANA C-terminal domain (residues 932-1162) DNA binding; inhibition, % at 9 µM; 0.078% of 340,000 active; AID 504423, 2011;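 active = highest replicate inhibition at or above 60% at 9 µM, even if other replicates fall short; inactive = all replicates below 60% inhibition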;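 note: 0% = neutral control wells and 100% = 4 µM acridine orange control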
DSG3 Ab inh: inhibitors of pemphigus antibody binding to DSG3, primary screen, biochemical, bead-based, flow cytometry, scFv-GFP; 0.48% of 310,000 active; DSG3-coupled beads, scFv-anti-DSG3-GFP binding; hits give low values; binding (percent of control), % at 10 µM; Desmoglein-3 (Homo sapiens), P32926;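 active = binding more than 3 SD below its plate's average and above zero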;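 note: hits lower antibody fragment binding to DSG3; some compounds called inactive have numbers as strong as hits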
CAL PDZ FP-2: CAL PDZ peptide-binding inhibitors, primary screen, biochemical, fluorescence polarization, Cer-tagged CAL PDZ, HTS | Golgi-associated PDZ and coiled-coil motif-containing protein (Homo sapiens), Q9HD26 | purified CAL PDZ, TMR-peptide fluorescence polarization, 1 h | inhibition, % at 20 µM | 0.02% of 330,000 active | AID 504414, 2011;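 active = highest replicate inhibition of at least 40%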;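 note: plate controls were DMSO neutral control wells for no effect and unlabeled competitor peptide control wells for full effect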
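Material – purified CerCALP PDZ construct · Detection – FP readout, S and P plane fluorescence · Measure – percent inhibition from loss of millipolarization · Controls – unlabelled peptide for full inhibition, DMSO wells as neutral · Probe or stimulus – TMR-labelled reporter peptide T*-PRC34 bound in PDZ groove · Times – 1 h at RT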
NSD2 inh: NSD2 histone methyltransferase inhibitors, primary screen, biochemical, AlphaScreen, single concentration, set 2 | Histone-lysine N-methyltransferase NSD2 (Homo sapiens), O96028 | AID 743445, 2014 | NSD2 peptide methylation, 120 min | 0.54% of 310,000 active | inhibition, % at 12.5 µM; in the data active = inhibition above about 50%
* hit, by the source's call; nt = not tested or not shown.

CAL PDZ FP-1	Arr AP2 block	SMILES	Keap1 Nrf2 FP	V-ATPase pH	DAGLB inh	RTF Ca sens inh	C-LANA FP	DSG3 Ab inh	CAL PDZ FP-2	NSD2 inh
2	-2	COc1ccc(S(=O)(=O)NNC(=O)c2cccs2)cc1	7	1	0	-8	-1.3	99	-19	-1
-4	-7	Cc1ccccc1C(=O)N1CCC(C(=O)OCc2ccccn2)CC1	-3	-1	-2	0	-0.6	nt	-0.5	0
-5	-6	CC(=O)Nc1ccc(Oc2cncc(Cl)c2)nc1	-6	5	-1	-7	-2.2	104	-0.5	nt
1	-3	CC(=O)C(Sc1nc(N2CCOCC2)nc(N2CCOCC2)n1)C(=O)Nc1ccccc1 (configuration not stated)	-4	1	-2	7	-0.2	105	-1.9	1
-2	0	COc1cccc(CN2CCN(Cc3cccc4c3OCO4)CC2CCO)c1 (configuration not stated)	-3	0	0	6	-1.6	101	-0.4	4
2	44	COCc1nnc(NC(=O)c2ccc3c(c2)OCO3)s1	-3	-2	0	-2	-0.5	101	-2.3	-3
-3	13	COc1ccc(CC(=O)OCC(=O)NCCNC(=O)COC(=O)Cc2ccc(OC)cc2)cc1	-1	0	-3	-2	0.3	97	-3.7	0
nt	9	Nc1ccn(Cc2ccc(F)cc2)n1	-1	2	1	-3	-0.5	nt	0.1	-1
-1	16	CC(C)(C)NS(=O)(=O)c1ccc(NC(=S)NC(=O)C2CCC2)cc1	-3	-1	-3	-12	-1.0	nt	-1.5	-1
-1	4	CC(=O)c1c(C)[nH]c(C(=O)CSc2nc3ccc(C)cc3[nH]2)c1C	-3	1	1	-3	0.9	108	-3.5	0
1	-9	CCOc1ccc(OCCNC(=O)c2cc(C3CC3)nc3c2cnn3C(C)C)cc1	-1	1	-5	-24	0.8	99	-2.2	-2
-2	-9	CC(C)C(NC(=O)c1cccs1)C(=O)NC1CCCCC1 (configuration not stated)	-3	1	0	1	0.6	113	-2.3	0
-7	13	COc1ccc(-c2nnn(CC(=O)c3ccc4c(c3)OCCO4)n2)cc1OC	-3	-4	-7	-1	-2.1	nt	-2.6	-2
61*	-8	CSc1ccccc1C(=O)NCCCn1ccnc1	2	-2	3	1	-0.4	111	17	-3
-5	3	O=C(COC(=O)CNC(=O)c1ccc(Br)o1)Nc1ccc2c(c1)OCCO2	1	-1	-1	0	-1.6	107	-0.5	nt
-5	-11	CCOc1ccc(/C=C(\C#N)C(=O)NC2CC2)c(OCC)c1	-2	-1	0	-5	-0.4	110	-0.2	0
-3	-9	O=C(CCCn1c(=O)[nH]c2ccc(Br)cc2c1=O)NCc1ccc(Cl)cc1	-5	0	-1	3	0.2	96	8.3	-4
-3	-5	C[C@H](NC(=O)c1ccccc1Cl)C(=O)OCCOc1cccc(Cl)c1	-6	1	-1	-5	2.2	99	-2.4	-2
-1	3	COc1ccccc1NC(=O)/C(=C\c1cccnc1)NC(=O)c1ccccc1	-2	0	-1	-3	-1.5	98	-0.8	-3
6	5	O=C(O)c1ccc(N=NNc2cccc([N+](=O)[O-])c2)cc1	2	-2	1	10	-0.2	102	-0.3	0
-1	7	S=c1[nH]nc(-c2cnccn2)n1-c1ccccc1	-1	-1	-1	4	-0.9	106	-0.5	-1
10	6	Cc1ccc(NC(=O)c2ccc(S(=O)(=O)N3CCCC3)cc2)cc1	-2	11	-6	-5	18	nt	nt	-1
6	-5	Cc1ccc(CN2CCN(Cc3cnc(C)s3)CC2CCO)o1 (configuration not stated)	-1	0	-1	9	-1.4	114	-1.0	-1
nt	6	CCCCCCCC(=O)NNC(=O)c1ccc(F)cc1	-1	0	-6	0	-0.4	92	-1.9	0
-2	3	CCOC(=O)c1c(C)nc2sc(C(N)=O)c(N)c2c1-c1ccccc1	1	-3	-1	-4	-0.6	105	0.0	-1
4	57*	CC12CCC(=O)N1C(C(=O)N1CCN(S(=O)(=O)c3cccc(C(F)(F)F)c3)CC1)CS2 (configuration not stated)	1	-1	-4	4	-1.4	113	-0.6	1
nt	nt	O=C(CNc1cccc(Br)c1)Nc1ccc(S(=O)(=O)N2CCCCC2)cc1	nt	-2	-6	nt	nt	101	nt	1
-2	4	CCOC(=O)c1cc2c(=O)n3ccccc3nc2n(CCOC)c1=NC(=O)c1ccncc1	-3	4	1	-4	-0.6	102	-2.8	4
-4	2	CC(C)(C)NC(=O)C1(N2C(=O)c3ccccc3C2=O)CCCC1	-4	0	0	2	-0.1	121	-0.8	21
0	0	O=C(N/N=C/c1c(O)ccc2ccccc12)c1ccc[n+](CCO)c1	-6	3	12	-9	-2.5	94	-2.6	8
-5	6	COc1ccc(/C=N/NC(=O)c2cccc(Br)c2)cc1COc1ccccn1	-1	4	0	-7	-0.2	107	-3.1	-1
-4	-2	CCC(C)Cn1c(C(C)C)nc2ccccc21 (configuration not stated)	-2	4	-3	-18	-1.1	102	-0.1	-5
-1	-2	CN(C(=O)COC(=O)c1cc([N+](=O)[O-])ccc1Sc1ccccc1)C1CCS(=O)(=O)C1 (configuration not stated)	0	2	-5	-2	0.3	102	-2.2	12
6	25	Cc1ccc(C)c(NC(=O)CCCCCN2C(=O)[C@@H]3Cc4ccccc4CN3C2=O)c1	0	-1	1	-4	-2.6	98	0.1	0
-2	-1	CN(c1ccc(OCC(=O)N2CCCC2)cc1)S(=O)(=O)c1ccc(Cl)cc1	-1	-1	-1	7	-0.7	nt	0.3	-2
-3	-5	CCCCNC(=O)c1oc2ccc(S(=O)(=O)N3CCCC3)cc2c1C	7	2	2	-10	3.4	103	-0.3	-1

Complete entries, looked up by structure. Values in the order: CAL PDZ FP-1, Arr AP2 block, Keap1 Nrf2 FP, V-ATPase pH, DAGLB inh, RTF Ca sens inh, C-LANA FP, DSG3 Ab inh, CAL PDZ FP-2, NSD2 inh
CN(C(=O)COC(=O)c1cc([N+](=O)[O-])ccc1Sc1ccccc1)C1CCS(=O)(=O)C1 (configuration not stated) is entered as -1, -2, 0, 2, -5, -2, 0.3, 102, -2.2, 12
Cc1ccc(C)c(NC(=O)CCCCCN2C(=O)[C@@H]3Cc4ccccc4CN3C2=O)c1 is entered as 6, 25, 0, -1, 1, -4, -2.6, 98, 0.1, 0
CN(c1ccc(OCC(=O)N2CCCC2)cc1)S(=O)(=O)c1ccc(Cl)cc1 is entered as -2, -1, -1, -1, -1, 7, -0.7, nt, 0.3, -2

Going on with the list.
CAL PDZ FP-1	Arr AP2 block	SMILES	Keap1 Nrf2 FP	V-ATPase pH	DAGLB inh	RTF Ca sens inh	C-LANA FP	DSG3 Ab inh	CAL PDZ FP-2	NSD2 inh
-2	16	CCCc1c(O)c2ccccc2n(-c2ccccc2)c1=O	2	-3	-2	1	0.5	100	-0.6	0
1	3	COC(=O)C1=C(C(=O)OC)[C@@H]2N(C)c3ccc(OC)cc3[C@@]23C[C@@H](C(=O)OC)N(C(=O)CC(C)C)C3=N1	-4	2	4	9	0.9	104	0.0	nt
8	36	NC(=O)C1=C[C@@H](c2ccccc2)C[C@@H](OCc2ccc(CO)cc2)O1	5	-4	-3	-7	-0.1	100	0.2	nt
0	8	CC(=O)c1cccc(OCCN2C(=O)NC(C)(C)C2=O)c1	1	3	1	-4	1.0	101	-0.5	nt
-4	-5	CCc1ccccc1NC(=O)CCCN1C(=O)C2CC=CCC2C1=O (configuration not stated)	-6	0	-1	-10	0.4	nt	-1.7	1
nt	6	C=CCNc1nc2c(c(=O)[nH]c(=O)n2C)n1CCOc1ccccc1	-2	-1	-1	-7	-0.6	109	-0.9	1
1	5	COc1ccc(C(C)(C)C)cc1NC(=O)CCN1C(=O)C2CCCCC2C1=O (configuration not stated)	2	-1	-1	-2	-2.3	93	-1.0	-2
-3	-10	O=C(CCC(=O)N(CC(=O)NC1CCCCC1)Cc1ccccc1)Nc1ccccn1	4	-4	-1	0	0.5	106	-0.6	4
0	14	Cc1ccc(CNC(=O)c2cccnc2Cl)cc1	-2	0	-1	-12	-0.5	104	-2.0	-2
nt	20	COc1cc(-c2cn(S(=O)(=O)c3cccc4nsnc34)nc2N)cc(OC)c1OC	6	-4	3	-1	0.0	95	-1.9	15
1	-8	COc1ccccc1-n1c(SCC(=O)c2ccc(O)cc2O)nc2cc([N+](=O)[O-])ccc21	0	1	-1	-17	-1.8	106	-1.1	10
4	17	Cc1cccc(CCNC(=O)C2CCN(S(=O)(=O)c3cccc4cccnc34)CC2)c1	2	2	4	-1	-1.0	95	-1.4	0
nt	26	O=C(CN1C(=O)NC2(CCCC2)C1=O)Nc1cc(C(F)(F)F)ccc1N1CCOCC1	-1	5	1	4	-0.3	92	0.4	-1
-5	-1	Cc1ccc(C(=O)C2Oc3ccccc3C3CC(c4ccc(C)cc4)=NN23)cc1 (configuration not stated)	-2	-1	-10	-10	-0.9	116	-0.1	-3
nt	nt	Cc1ccc(CSC2=NCCN2S(=O)(=O)c2ccc(C)cc2)cc1	nt	0	-4	nt	nt	107	nt	0

From PubChem

Not all compounds are listed; the hit share may differ from the screen's.
